# High-throughput results deposited in PubChem by Sanford-Burnham Center for Chemical Genomics.
# ATG4B inh: inhibitors of human ATG4B cysteine protease. inhibition, % at 8.33 µM. 340,000 compounds, 0.51% hits. Q9Y4P1. ATG4B cleavage of LC3-PLA2, NBD-HPC fluorescence, 1 h; in the data active = inhibition above about 40%
# Target sequence (Q9Y4P1 whole entry, looked up): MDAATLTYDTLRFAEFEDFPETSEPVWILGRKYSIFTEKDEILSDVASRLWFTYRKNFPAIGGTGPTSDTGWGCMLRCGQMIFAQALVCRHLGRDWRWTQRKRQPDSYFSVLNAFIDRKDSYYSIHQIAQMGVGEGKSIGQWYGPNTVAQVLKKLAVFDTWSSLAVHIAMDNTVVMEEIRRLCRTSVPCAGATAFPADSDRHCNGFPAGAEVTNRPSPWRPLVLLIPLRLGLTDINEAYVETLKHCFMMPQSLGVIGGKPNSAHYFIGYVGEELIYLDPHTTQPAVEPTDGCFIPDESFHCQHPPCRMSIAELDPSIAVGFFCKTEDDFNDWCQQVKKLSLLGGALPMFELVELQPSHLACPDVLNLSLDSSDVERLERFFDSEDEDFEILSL
# HKDC1 inhibitor: HKDC1 (human) hexokinase inhibition | recombinant HKDC1, G6PDH/diaphorase resazurin coupled fluorescence | inhibition, % at 20 µM | 340,000 compounds, 0.16% hits | AID 493160;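 active = inhibition above about 35% when tested at 20 µM, limit read from the data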;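 also: plate controls were DMSO wells with enzyme for no effect and DMSO wells lacking enzyme for full effect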
#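 Material: recombinant HKDC1 hexokinase; Amount: HKDC1 at 5 µg/mL; Medium: Tris pH 8.0 buffer with MgCl2, Tween-20, BSA, BME; Schedule: 90 min reaction incubation at room temperature, dark; Technique: coupled resazurin fluorescence, excitation 525 nm, emission 613 nm.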
# GRIN3A LBD mod: modulates the human NR3A ligand-binding domain | NR3A LBD differential scanning fluorimetry, Tm shift; 0% = protein alone, 100% = glycine-bound protein | Tm shift relative to glycine control, % at 25 µM | 340,000 compounds, 2.5% hits;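 active = melting temperature shift of at least 10% of the positive control shift, at one fixed dose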
# MPTP block: permeability transition pore inhibition; isolated mouse mitochondria, Ca2+ swelling absorbance, 30 min; inhibition, % at 10 µM; 360,000 compounds, 1.4% hits;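 active = inhibition of 50% or more, scaled per plate between neutral and stimulator controls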;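 also: 0% = DMSO wells given calcium and 100% = 1 mM EGTA wells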
# PfGluPho inh: PfG6PD (Plasmodium falciparum) enzyme inhibition; AID 504690; inhibition, % at 20 µM; PfGluPho enzyme, NADPH resazurin-diaphorase fluorescence; 350,000 compounds, 0.78% hits;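 active = inhibition reaching at least a set limit at 20 µM in the primary screen, cut at about 59% in these data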;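 also: 0% = DMSO wells with substrate and 100% = DMSO wells lacking glucose-6-phosphate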
# SENP7 block: blocks the human protease SENP7; recombinant SENP7, Z-RLRGG-aminoluciferin luminescence, 40 min; inhibition, % at 5 µM; 330,000 compounds, 1.5% hits; AID 434973;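 active = inhibition above about 50% at the single test dose, limit read from the data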;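 also: plate controls were DMSO with enzyme for no effect and no enzyme buffer wells for full effect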
# SENP8 block: blocks human SENP8 cleavage of Nedd8 substrate | 360,000 compounds, 0.64% hits | inhibition, % at 20 µM | recombinant SENP8, Nedd8 substrate fluorescence; in the data active = inhibition mostly above about 40%, no sharp cut-off; inactive = mostly below about 27%
# Target sequence (Q96LD8 whole entry, looked up): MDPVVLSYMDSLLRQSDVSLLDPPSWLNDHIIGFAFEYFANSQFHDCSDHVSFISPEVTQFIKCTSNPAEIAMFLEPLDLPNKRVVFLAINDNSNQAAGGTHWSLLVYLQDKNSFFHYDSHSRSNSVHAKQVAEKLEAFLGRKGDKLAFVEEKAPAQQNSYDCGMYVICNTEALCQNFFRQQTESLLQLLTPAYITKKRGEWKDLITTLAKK
# SENP6 inh: blocks the human protease SENP6 | 330,000 compounds, 1.8% hits | Q9GZR1 | inhibition, % at 10 µM | Recombinant SENP6 catalytic domain, aminoluciferin luminescence;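 active = inhibition above about 50% at the single tested dose, limit read from the data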;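 also: plate controls were DMSO wells with enzyme for no effect and DMSO wells lacking enzyme for full effect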
# * hit, by the source's call; · = no result given. Not a hit list; any-hit rate near 6.9%.
SENP7 block,HKDC1 inhibitor,GRIN3A LBD mod,SENP8 block,MPTP block,PfGluPho inh,SENP6 inh,ATG4B inh,structure
-10,-1,2,7,0.6,0,-24,8,CCOC(=O)C1CCN(C(=O)COC(=O)/C=C/c2ccccc2)CC1
1,-2,2,6,5.9,9,1,1,C=CCn1c(C(CC)CC)nc2ccccc21
-11,2,-2,4,0.0,19,-24,0,O=C(NCCC(=O)N(Cc1ccco1)Cc1cccs1)c1ccc([N+](=O)[O-])cc1
9,-9,0,-4,0.9,8,-7,-1,O=C(Nc1ccccc1[N+](=O)[O-])c1cc2ccccc2nc1Cl
4,-2,-2,7,-0.6,-5,1,-2,COc1ccc(CCNC(=O)CC2(CC3=NS(=O)(=O)c4ccccc4N3)CCCC2)cc1OC
1,8,2,-26,-0.2,13,-13,-17,O=C(COc1ccc2c3c(c(=O)oc2c1)CCC3)N1CCN(c2ccc(F)cc2)CC1
-1,0,0,22,-2.8,-17,6,10,CCOc1ccc(NC(=O)CSc2cn[nH]n2)cc1
-5,-4,6,6,1.0,6,3,-6,CC(=O)c1ccc(NC(=S)NC(=O)/C=C/c2ccc(F)cc2)cc1
2,-5,0,5,-1.3,13,-2,-2,O=C(N/C(=C\c1ccccc1)C(=O)N1CCOCC1)c1ccco1
-7,-9,-1,14,1.3,-12,5,3,CCOc1ccc(C(NC(C)=O)c2ccc(OC)c(OC)c2)cc1 (configuration not stated)
9,-10,-1,22,1.7,6,3,-3,O=C(NCCCn1ccnc1)c1ccncc1
-4,-7,-3,8,-0.8,0,-2,-4,CCCn1c(N)nc2ccccc21
12,7,-1,-32,2.3,8,14,1,C=CCC1(CC=C)CCCN1Cc1nc(COc2ccccc2)no1
-8,-2,-1,9,6.9,15,3,2,O=c1nc(SCc2ccccc2Cl)nc(-c2ccc(Cl)cc2)[nH]1
0,-5,-2,17,-0.4,-5,2,-3,Cc1ccc(N2CCN(C(=O)c3ccccc3F)CC2)c(C)c1
20,4,-1,-130,-0.4,-7,23,-7,CC(=O)N(C)c1ccc(NC(=O)Nc2cccc3ccccc23)cc1
-7,0,16*,13,-0.4,2,-17,-2,Cc1ccc(NC(=O)N/C=C/c2ccc(Cl)cc2)cc1
-10,-4,0,4,-2.0,-5,-23,-4,O=C(N/C(=C/c1cccnc1)C(=O)N1CCOCC1)c1ccccc1Cl
3,13,11*,10,3.9,14,1,-4,Brc1ccc(OCc2ccccc2)c(CNCc2ccncc2)c1
3,9,-2,-292,0.7,-17,-19,14,Cc1c(CC(=O)NCCCCCC(=O)O)c(=O)oc2c(C)c3oc4c(c3cc12)CCCC4
-7,-8,-1,10,-0.6,5,-16,-3,O=C(CCNC(=O)c1ccc([N+](=O)[O-])cc1)NCc1ccccc1
8,1,-1,10,0.4,6,6,-3,COc1ccc(-c2csc(N3N=C(C)C(C)C3=O)n2)cc1 (configuration not stated)
5,-2,-24,1,0.4,8,7,45*,CCCCn1c(SCC(=O)Nc2cc(C)[nH]n2)nc2ccsc2c1=O
6,-7,0,2,0.3,-13,-28,-6,COc1ccccc1N(CC(=O)NCCc1ccccc1)C(=O)CCC(=O)Nc1cc(C)ccn1
3,-7,-1,20,0.6,2,2,-11,N/C(=N\OC(=O)COc1ccc(Br)cc1Cl)c1cccnc1

# Brought forward from above: 2 compounds, followed by the next part.
SENP7 block,HKDC1 inhibitor,GRIN3A LBD mod,SENP8 block,MPTP block,PfGluPho inh,SENP6 inh,ATG4B inh,structure
6,-7,0,2,0.3,-13,-28,-6,COc1ccccc1N(CC(=O)NCCc1ccccc1)C(=O)CCC(=O)Nc1cc(C)ccn1
3,-7,-1,20,0.6,2,2,-11,N/C(=N\OC(=O)COc1ccc(Br)cc1Cl)c1cccnc1
8,0,7,-5,0.3,-5,0,-9,NC(=O)c1cccc2ccccc12
7,15,-7,-4,89*,5,-8,-12,CC(CNC(=O)COc1ccccc1)OC(=O)Nc1ccc(Cl)c(Cl)c1 (configuration not stated)
-5,-2,1,11,-1.1,-7,-12,-8,Cc1cccc(C)c1NC(=O)CNC(=O)Cc1ccccc1[N+](=O)[O-]
3,9,-7,3,1.4,20,0,-24,C[C@@H](NC(=O)c1[nH]cnc1C(=O)Nc1ccccc1)c1ccccc1
7,-2,0,26,4.4,25,-8,15,CCOC(=O)C1(C)/C(=N/Nc2ccccc2OC)C(=O)C(=O)N1c1ccccc1 (configuration not stated)
·,1,-1,22,-1.2,0,·,-1,Fc1ccc(CSc2ncnc3c2ncn3C2CCCCO2)cc1 (configuration not stated)
-12,4,-1,12,0.2,-1,-5,-5,C/C(CC(=O)N1CCN(C=O)CC1)=N\NC(=O)c1ccc(Cl)cc1
-8,-1,-1,15,0.1,7,-5,1,C[C@H]1CC[C@]2(O[C@@H](CCO)C[C@@H](O)[C@@H]2O)O1
4,3,-13,-143,5.8,-35,-8,22,COc1ccccc1OCC(=O)Nc1oc(-c2ccccc2)c(-c2ccccc2)c1C#N
3,1,-3,-6,0.9,-1,-20,-3,O=C(Nc1ccnn1C1CCN(C(=O)c2cc(Cl)ccc2F)CC1)C1CCOC1 (configuration not stated)
·,71*,-4,-304,15,95*,·,31,CCOC(=O)C1=C(Cc2ccc(OC)cc2)C(=O)c2ccccc2C1=O
-13,-2,-16,-33,1.4,-5,-26,0,Cc1ccc(S(=O)(=O)c2cc3c(=O)n4ccccc4nc3n(C3CCCC3)c2=N)cc1
5,-1,-1,15,-1.7,-28,4,3,CCc1ccc(S(=O)(=O)Nc2ccc(Br)cn2)cc1
-5,-4,-2,10,-1.8,0,-18,-4,Cc1cc(C)c(NC(=O)c2cc(S(=O)(=O)N3CCOCC3)ccc2F)c(C)c1
·,0,1,11,0.8,-19,·,10,CC(=O)N(c1ccccc1)C(C(=O)c1ccccc1)c1ccccc1 (configuration not stated)
2,-3,31*,5,37,-3,16,3,CC(=O)Cc1nsc(NC(=O)c2cn(-c3ccccc3)nc2-c2ccc(Br)cc2)n1
-2,-2,-1,-3,0.0,-1,7,-4,O=C(Nc1nnc(SCCN2CCOCC2)s1)C1CC(=O)N(c2ccc(F)cc2)C1 (configuration not stated)
13,10,1,·,·,2,1,11,Cn1c(/N=C/c2cc(Cl)ccc2O)nc2ccccc21
-5,-1,4,10,-0.7,-21,-7,-1,O=c1cc(N2CCOCC2)[nH]c(=O)n1-c1ccc(Cl)cc1
-2,-6,2,-7,-1.3,1,3,6,CCCCn1c(N)c(N(CC(C)C)C(=O)c2cc(S(=O)(=O)N3CCOCC3)ccc2Cl)c(=O)[nH]c1=O
0,11,-2,14,-2.2,-6,-1,-6,CN(C)S(=O)(=O)c1ccc(NC(=O)c2ccc(Br)o2)cc1
-6,-8,1,-12,0.8,-10,-6,-4,CN(C(=O)COC(=O)CCC(=O)c1ccc(Cl)cc1)c1c(N)n(Cc2ccccc2)c(=O)[nH]c1=O
1,3,0,-23,21,23,8,-5,CCOC(=O)c1cnc(-n2nc(C)cc2C)nc1NC(C)c1ccccc1 (configuration not stated)
1,-4,-2,-267,-1.0,-11,-14,6,O=c1c(-c2ccc(O)cc2)coc2c(C3O[C@H](CO)[C@@H](O)[C@H](O)[C@H]3O)c(O)ccc12 (some centres not stated)
7,-8,-2,6,2.3,-1,-9,-2,COCCNC(=O)C(=O)N/N=C(\C)CC(=O)Nc1cccc(C(F)(F)F)c1
1,13,8,-6,1.5,11,-8,6,CCNc1nc(Oc2ccc(OC)cc2)cc(C(F)(F)F)n1
-12,-2,2,13,-0.1,6,-5,-2,O=C(c1cc(Br)c[nH]1)N1CCCCC1
0,-2,2,2,-1.1,-2,9,-3,COc1ccc(CNC(=O)c2cccc(NC(=O)CC3SC(N4CCCCC4)=NC3=O)c2)cc1 (configuration not stated)
46,-1,0,-47,-0.8,47,56*,-17,CCN1CCc2c(sc(NC(=S)NC(=O)c3ccccc3)c2C#N)C1
5,12,11*,9,1.6,22,-3,-13,Cn1c(SCC(=O)N2c3ccccc3Sc3ccc(Cl)cc32)nnc1-c1ccco1
-3,7,-8,5,1.8,-1,-19,-14,O=C(COc1ccc(Cl)cc1Br)Nc1cccc(S(=O)(=O)N2CCCC2)c1
11,-3,-1,-7,0.8,10,39,-2,Cc1ccccc1Sc1ccc(N)cn1
-4,15,-3,13,0.3,-9,-10,-2,CCC(C(=O)NCc1ccco1)N(C(=O)CNS(=O)(=O)c1ccccc1)c1ccccc1C (configuration not stated)

# In the list so far, 8 have an NH in an aromatic ring.
SENP7 block,HKDC1 inhibitor,GRIN3A LBD mod,SENP8 block,MPTP block,PfGluPho inh,SENP6 inh,ATG4B inh,structure
-1,0,0,22,-2.8,-17,6,10,CCOc1ccc(NC(=O)CSc2cn[nH]n2)cc1
-8,-2,-1,9,6.9,15,3,2,O=c1nc(SCc2ccccc2Cl)nc(-c2ccc(Cl)cc2)[nH]1
5,-2,-24,1,0.4,8,7,45*,CCCCn1c(SCC(=O)Nc2cc(C)[nH]n2)nc2ccsc2c1=O
3,9,-7,3,1.4,20,0,-24,C[C@@H](NC(=O)c1[nH]cnc1C(=O)Nc1ccccc1)c1ccccc1
-5,-1,4,10,-0.7,-21,-7,-1,O=c1cc(N2CCOCC2)[nH]c(=O)n1-c1ccc(Cl)cc1
-2,-6,2,-7,-1.3,1,3,6,CCCCn1c(N)c(N(CC(C)C)C(=O)c2cc(S(=O)(=O)N3CCOCC3)ccc2Cl)c(=O)[nH]c1=O
-6,-8,1,-12,0.8,-10,-6,-4,CN(C(=O)COC(=O)CCC(=O)c1ccc(Cl)cc1)c1c(N)n(Cc2ccccc2)c(=O)[nH]c1=O
-12,-2,2,13,-0.1,6,-5,-2,O=C(c1cc(Br)c[nH]1)N1CCCCC1
